# TDP1 cell noCPT – qHTS for Inhibitors of human tyrosyl-DNA phosphodiesterase 1 (TDP1): qHTS in cells in absence of CPT. Potency, µM (series often up to 46.2 µM), for inactives: at the highest dose activity change, negative = growth inhibition, usual class: inhibitors. AID 686978, 2013. DT40 Tdp1-/- hTDP1 cells, no CPT, ATP luminescence, 48 h. actives 15% (n = 420,000); further: nearly all actives have a fitted effect of over 55% in size
#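 Stably hTDP1-transfected Tdp1-null chicken DT40 cells were treated with library compounds minus camptothecin and grown for at least 48 hr at 37 °C, after which cellular ATP was quantified by luminescence.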
# DT40 TDP1 CPT – qHTS for Inhibitors of human tyrosyl-DNA phosphodiesterase 1 (TDP1): qHTS in cells in presence of CPT; AID 686979, 2013; Potency, µM (series often up to 46.2 µM), for the others: at the highest dose activity change, negative = growth inhibition, most hits filed as inhibitors; actives 12% (n = 420,000); chicken DT40 Tdp1-/-;hTDP1 cells + 20 nM CPT, ATP luminescence, 48 h; further: nearly all actives have a fitted effect of over 55% in size
#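 Chicken DT40 Tdp1-/- cells stably complemented with human TDP1 were seeded at 400 cells/well in medium containing 20 nM camptothecin, exposed to pin-transferred compounds, and grown at 37 °C for at least 48 hr. Viability was read as ATP luminescence.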
# KAT2A inh – qHTS Assay for Inhibitors of GCN5L2; actives 0.21% (n = 390,000); Histone acetyltransferase KAT2A (Homo sapiens), Q92830; GCN5L2 HAT assay, ThioGlo1 CoA-SH fluorescence; Potency, µM (titrated, usually from 58.9 µM), inactives show top-dose activity change, negative = inhibition, hits mostly inhibitors; AID 504327, 2011
# Target sequence (Q92830 whole entry, looked up): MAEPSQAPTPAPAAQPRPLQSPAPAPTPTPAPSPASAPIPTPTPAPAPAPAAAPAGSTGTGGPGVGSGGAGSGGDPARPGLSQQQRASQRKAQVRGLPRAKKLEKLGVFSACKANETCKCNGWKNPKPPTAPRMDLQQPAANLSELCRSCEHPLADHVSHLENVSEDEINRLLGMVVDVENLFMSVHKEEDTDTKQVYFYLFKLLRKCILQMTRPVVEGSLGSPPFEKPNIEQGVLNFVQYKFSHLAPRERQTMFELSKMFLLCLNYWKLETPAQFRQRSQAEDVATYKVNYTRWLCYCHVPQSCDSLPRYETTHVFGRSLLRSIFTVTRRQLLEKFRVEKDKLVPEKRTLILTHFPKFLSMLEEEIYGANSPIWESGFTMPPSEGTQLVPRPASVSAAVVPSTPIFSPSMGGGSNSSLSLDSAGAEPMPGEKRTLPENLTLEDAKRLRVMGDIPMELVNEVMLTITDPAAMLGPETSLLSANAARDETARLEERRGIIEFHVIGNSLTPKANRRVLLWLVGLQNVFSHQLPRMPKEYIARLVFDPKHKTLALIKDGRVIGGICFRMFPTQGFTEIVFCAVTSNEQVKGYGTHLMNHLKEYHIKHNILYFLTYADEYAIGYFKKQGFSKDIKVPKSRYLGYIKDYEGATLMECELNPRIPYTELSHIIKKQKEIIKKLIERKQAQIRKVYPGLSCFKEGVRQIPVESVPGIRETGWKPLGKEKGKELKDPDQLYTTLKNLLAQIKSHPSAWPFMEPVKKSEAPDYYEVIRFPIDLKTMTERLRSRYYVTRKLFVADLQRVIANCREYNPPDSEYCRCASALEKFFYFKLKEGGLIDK
#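 ThioGlo1-coupled HAT assay: 20nM GCN5L2, 70uM acetyl-CoA, 75uM H3(1-25) peptide, pH 7.5. Fluorescence read at 340/540nm at start and after 20 min at room temperature.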
# An asterisk follows results filed as active; ? = inconclusive; . = not tested or not shown; & = joins results of further samples. The call rests on the fitted dose curve; in most records, active means well fitted curve in the direction sought with a large enough effect; inconclusive means small, poorly fitted or top-dose-only effect, or another doubt; inactive means no such curve, though single readings can be large; an effect the other way counts as inactive or inconclusive. On the % scale 0 is the no-effect control and ±100 the full control effect; potency means the concentration at half of the fitted maximal effect.
entry	Compound	TDP1 cell noCPT	DT40 TDP1 CPT	KAT2A inh
1	CCOC(=O)NN=C1CN(S(=O)(=O)c2ccc(C)cc2)C1	-3%	-2%	-3%
2	Cc1ccc(-n2cc(CN(C)Cc3ncc[nH]3)c(-c3cccc(C)c3)n2)cc1	23µM*	?	4%
3	O=C(NCc1cccnc1)C(=O)NCC1OCCCN1S(=O)(=O)c1ccc(F)cc1 (stereo unspecified)	-3%	7%	-5%
4	COc1ccc(NC(=O)CSc2nc3c(c(=O)[nH]2)CCC3)cc1	-3%	-18%	2%
5	Cc1c(-c2ccc(Cl)cc2)c(=O)oc2c(CN3CCN(C)CC3)c(O)ccc12	23µM*	?	-15%
6	CCc1cc2c(=O)c(-c3nc4ccccc4n3C)c(C)oc2c(CN2CCOCC2)c1O	9.2µM*	8.2µM*	5%
7	O=C(Nn1cnnc1)c1cc([N+](=O)[O-])cc([N+](=O)[O-])c1	-13%	-7%	-2%
8	Cn1c(NCCO)nc2c1c(=O)n(Cc1cccc(Cl)c1)c(=O)n2C	7%	-19%	-5%
9	CCCNC(=O)c1ccc2snnc2c1	-17%	0%	-1%
10	CCc1nc(-c2cc(S(=O)(=O)N3CCN(c4ccc(F)cc4)CC3)ccc2OC)no1	-15%	-13%	-2%
11	O=C(CCC1N=C2c3ccccc3N=C(SCc3ccccc3Cl)N2C1=O)N1CCN(c2ccccc2)CC1 (stereo unspecified)	21µM*	?	-3%
12	O=C(Nc1ccc2nc(-c3ccco3)c(-c3ccco3)nc2c1)NC1CC1	23µM*	21µM*	8.9µM*
13	O=C1/C(=C/c2ccc(O)cc2)SC(=S)N1CC1CCCO1 (stereo unspecified)	?	?	-23%
14	Cc1c(C)n(CCc2ccccc2)c2ncnc(NCCCO)c12	?	?	0%
15	O=C(CCCN1C(=O)C2C3C=CC(C3)C2C1=O)N1CCN(c2ccccc2)CC1 (stereo unspecified)	2%	-12%	-6%
16	COc1ccc(CC(=O)NC(c2ccccc2)c2ccc(C)cc2)c(OC)c1 (stereo unspecified)	18µM*	?	0%
17	COc1cccc(NC(=O)c2cc([N+](=O)[O-])ccc2NCc2cccnc2)c1	?	?	1%
18	O=C(NS(=O)(=O)c1ccccc1)c1ccccc1O	-12%	-25%	-25%
19	CCN(CC)c1ccc(/C=N/NC(=O)Cc2cccs2)c(O)c1	5.2µM*	4.6µM*	-9%
20	O=C(CSc1ccccc1Cl)N1CCOCC1	-1%	6%	-21%
21	COc1ccccc1C(=O)NNC(=O)c1ccccc1F	-12%	1%	4%
22	O=C(COc1cc2oc(=O)cc(-c3ccccc3)c2cc1Cl)NCC1CCC(C(=O)O)CC1 (stereo unspecified)	?	?	0%
23	Cc1cc([N+](=O)[O-])nn1CC(=O)NCCCn1ccnc1	-3%	4%	2%
24	COc1cc(/C=C/C(=O)NCc2cccnc2)cc(OC)c1OC	2%	5%	0%

# 3 of these compounds in a different format.
22) O=C(COc1cc2oc(=O)cc(-c3ccccc3)c2cc1Cl)NCC1CCC(C(=O)O)CC1 (stereo unspecified)
  TDP1 cell noCPT: ?
  DT40 TDP1 CPT: ?
  KAT2A inh: 0%
14) Cc1c(C)n(CCc2ccccc2)c2ncnc(NCCCO)c12
  TDP1 cell noCPT: ?
  DT40 TDP1 CPT: ?
  KAT2A inh: 0%
16) COc1ccc(CC(=O)NC(c2ccccc2)c2ccc(C)cc2)c(OC)c1 (stereo unspecified)
  TDP1 cell noCPT: 18µM*
  DT40 TDP1 CPT: ?
  KAT2A inh: 0%

# Continued:
entry	Compound	TDP1 cell noCPT	DT40 TDP1 CPT	KAT2A inh
25	NCCCCCc1nnc(SCC(=O)c2ccc(Cl)cc2)o1	?	?	-3%
26	CCOC(=O)C1=C(COC(=O)c2ccc([N+](=O)[O-])o2)NC(=O)NC1C (stereo unspecified)	-4%	?	-3%
27	Cn1cc(CCC(=O)NCc2ccc(Cl)cc2)c2ccccc21	?	?	-7%&-8%
28	CSc1ncccc1C(=O)OCC(=O)N(CC(C)C)C1CCS(=O)(=O)C1 (stereo unspecified)	-10%	-20%	1%
29	CCOC(=O)N1CCC(NC(=O)c2cc(S(=O)(=O)N(CC)CC)ccc2F)CC1	-24%	-20%	0%
30	CCCCNC(=O)Nc1c(C(=O)OCC)[nH]c2ccccc12	-27%	-2%	-4%
31	CCOc1cc(/C=C/c2cc(C(=O)O)c3ccccc3n2)ccc1O	-8%	-3%	-14%
32	O=C(Nc1nccs1)[C@@H]1CC=C[C@@H]2CCN(C3CC3)C(=O)[C@@H]21	-8%	-6%	.
33	CCOC(=O)c1c(SC)n(-c2ccccc2)c(=S)n(-c2ccccc2)c1=O	-5%	-2%	-1%
34	CCCCCCCC1=NN(c2ccc(S(=O)(=O)O)cc2)C(=O)C1N=O (stereo unspecified)	5%	22%	.
35	O=C(CSc1ccccc1F)Nc1ccc2c(c1)OCO2	-21%	3%	-3%
36	C=CCN(C(=O)CCC(=O)Nc1cc(C)on1)C(C(=O)NC1CCCC1)c1ccc(OC)cc1OC (stereo unspecified)	-27%	-6%	-1%

# Shown field by field: part of the list above
(30) CCCCNC(=O)Nc1c(C(=O)OCC)[nH]c2ccccc12
  TDP1 cell noCPT: -27%	DT40 TDP1 CPT: -2%	KAT2A inh: -4%

(31) CCOc1cc(/C=C/c2cc(C(=O)O)c3ccccc3n2)ccc1O
  TDP1 cell noCPT: -8%	DT40 TDP1 CPT: -3%	KAT2A inh: -14%

(32) O=C(Nc1nccs1)[C@@H]1CC=C[C@@H]2CCN(C3CC3)C(=O)[C@@H]21
  TDP1 cell noCPT: -8%	DT40 TDP1 CPT: -6%	KAT2A inh: .

# (list continues)
entry	Compound	TDP1 cell noCPT	DT40 TDP1 CPT	KAT2A inh
37	CCc1c(C)sc2c1CCN(Cc1ccccc1C#N)C2c1ccccc1 (stereo unspecified)	?	9.2µM*	-2%
38	CC1CCN(c2c(NCc3ccc(C(=O)NCC4COc5ccccc5O4)cc3)c(=O)c2=O)CC1 (stereo unspecified)	?	-5%	.
39	COc1ccccc1CNC(=O)c1oc2ccc(S(=O)(=O)N3CCOCC3)cc2c1C	?	?	-7%
40	O=C1c2ccccc2C(=O)N1CCn1nc(Cl)nc1Cl	0%	1%	-1%
41	CCCCn1c(N)c(N(CCC(C)C)C(=O)COC(=O)c2ccccc2)c(=O)[nH]c1=O	-1%	-1%	-6%
42	O=C(O)c1ccccc1NCc1cccs1	-8%	2%	7%
43	COCC(C)n1c(C)cc(C(=O)CSc2nc3ccccc3c(=O)[nH]2)c1C (stereo unspecified)	21µM*	?	-6%
44	CCCCC[C@@H](C)N1C[C@@H](COCc2ccccc2)Oc2cc(N3CCC[C@@H]3COC)ccc2S1(=O)=O	16µM*	?	.
45	COc1cccc(N2CCN(C(=O)c3ccc(CS(=O)c4ccccc4C)o3)CC2)c1 (stereo unspecified)	0.58µM*	0.52µM*	-23%
46	COC(=O)c1sc(S(=O)(=O)Nc2ccc(C)cc2)c(C(=O)OC)c1C	-28%	13%	-7%
47	COc1ccccc1OCC(=O)NNC(=O)C(=O)N1CCCC1	6%	25%	1%
48	COC(=O)C[C@@H]1CC[C@@H](NS(=O)(=O)c2ccc(OC)cc2)[C@@H](CO)O1	0%	0%	.
49	Cc1oc2c(c(C)cc3oc(=O)c(CC(=O)NCCc4ccccc4)c(C)c32)c1C	?	?	-1%
50	Cc1ccc(NC(=O)c2cc(NC(=O)C3CC=CCC3C(=O)O)ccc2N2CCOCC2)cc1 (stereo unspecified)	?	3%	-5%
51	COc1ccc(/C(C)=N/Nc2nccnc2Cl)cc1	-9%	-16%	-3%
52	COCCn1c(C)cc(C(=O)COC(=O)CNC(=O)c2ccccc2)c1C	-4%	2%	-3%
53	Cc1ccc(N(CC(=O)NCc2ccc(F)cc2)S(=O)(=O)c2c(C)n[nH]c2C)cc1	-8%	-5%	-3%
54	CC(CN1CCOCC1)C(=O)c1ccccc1 (stereo unspecified)	-16%	-25%	-6%
55	CCC(=O)Nc1ccc(S(=O)(=O)Nc2ccccn2)cc1	-24%	9%	-1%
56	COc1ccc(Cc2nc(=S)[nH][nH]2)cc1Br	-21%	2%	?
57	O=C(CN1C(=O)c2ccccc2C1=O)Nc1cc(C(=O)O)cc(C(=O)O)c1	18%	-4%	-2%
58	Nn1c(SCC(=O)Nc2ccc(S(N)(=O)=O)cc2)nnc1-c1ccco1	-6%	5%	?
59	Cc1cc2ncn(C(=O)N3CCCCCC3)c2cc1C	-16%	-4%	-6%
60	COc1ccc(-c2noc(CCC(=O)NCCc3ccccc3)n2)cc1	?	-18%	28%

# Individual results from the entries so far:
# TDP1 cell noCPT with compound 53 → -8%
# DT40 TDP1 CPT with compound 56 → 2%
# TDP1 cell noCPT with compound 57 → 18%
# DT40 TDP1 CPT with compound 51 → -16%
# KAT2A inh with compound 49 → -1%
# KAT2A inh with compound 55 → -1%

# Carrying on.
entry	Compound	TDP1 cell noCPT	DT40 TDP1 CPT	KAT2A inh
61	O=C(CC1(O)C(=O)Nc2ccccc21)c1cccc(-n2cccc2)c1 (stereo unspecified)	5%	-9%	-3%
62	CC(=O)Nc1ccc(NS(=O)(=O)c2cc(Cl)ccc2Cl)cc1	-27%	-25%	17%
63	CC(C)Oc1ccc(N2CC(C(=O)NC3=NCCS3)CC2=O)cc1 (stereo unspecified)	-3%	-5%	0%
64	NC(=O)c1c(NC(=O)c2cccc(N3C(=O)CCC3=O)c2)sc2c1CCCCC2	-9%	4%	?
65	Cc1c2cnn(CC(=O)N3CCN(c4ccc(F)cc4)CC3)c(=O)c2c(C)n1Cc1ccc(F)cc1	7.3µM*	23µM*	-7%
66	Cc1cc(C)n2nc(SCC(=O)NC3(C#N)CCCCC3)nc2n1	-16%	-17%	.
67	Nc1ccccc1SCC(=O)Nc1ccc2c(c1)OCCO2	-8%	-13%	-6%
68	Cc1ccc(C)c(N(CC(=O)N/N=C/c2ccc(-c3ccc([N+](=O)[O-])cc3)o2)S(=O)(=O)c2ccccc2)c1	?	?	-7%
69	Cc1sc2cc3c(c(C(=O)c4ccccc4)[n+]2c1C)-c1cccc2cccc-3c12	1.3µM*	1µM*	-6%
70	COC(=O)c1ccccc1NC(=O)CSc1nc(O)c(-c2ccccc2)c(=O)[nH]1	2%	8%	-16%
71	O=C(Nc1ccc2[nH]c(=O)[nH]c2c1)c1ccc(Cl)c(Cl)c1	4%	9%	-7%
72	CC(C)NC(=O)NC(=O)COC(=O)c1ccc(S(=O)(=O)NCc2ccco2)cc1	13%	17%	-5%
73	COc1ccccc1NS(=O)(=O)c1ccc(C(=O)NCC(c2cccs2)N2CCOCC2)cc1 (stereo unspecified)	?	?	-2%
74	Cc1ccc(C(=O)N/N=C\c2sccc2C)cn1	10%	1%	-6%
75	CS(=O)(=O)C1=NSC2=NC(=O)/C(=C\c3ccc(OC(=O)c4ccco4)c(Br)c3)C(=N)N21	?	3%	-14%
76	Cc1cc(C(=O)OCC(=O)c2cccc([N+](=O)[O-])c2)c2cccc(C)c2n1	?	-7%	?
77	CC(=O)NCC(=O)OCC(=O)Nc1ccc(C(C)=O)cc1	0%	3%	-5%
78	CC1=C(c2ccccc2)CCC1=O	4%	2%	.
79	O=C(O)CCCn1nc(-c2ccccc2)c2ccccc21	6%	3%	0%
80	C[N+]1(CC(=O)Nc2ccc(F)cc2)CCN(C(=O)c2ccco2)CC1	-4%	-19%	-5%
81	O=C(CCC(=O)Nc1ccccc1)NNS(=O)(=O)c1ccc(Cl)cc1	2%	-23%	-12%
82	CCC(NS(=O)(=O)c1ccc(C)cc1)C(=O)N1CCC2(O)CCCCC2C1 (stereo unspecified)	4%	-11%	3%
83	COc1cc(C(=O)NCC2CCCCC2)ccc1OCc1c(C)noc1C	19%	-8%	-1%
84	O=C(Nc1ccc(SC(F)F)cc1)C1CC(=O)N(Cc2ccccc2)C1 (stereo unspecified)	1%	-3%	-6%
85	N#Cc1c(NC(=O)CSc2nc(-c3ccccc3)cc(C(F)(F)F)n2)sc2c1CCC2	?	-19%	-2%
86	Fc1ccc2[nH]c3c(c2c1)CN(C(=S)NCc1ccccc1)CC3	?	-18%	-7%
87	COc1cc(CNC(=O)Nc2nnc([C@@H]3C[C@H](O)[C@@H](CO)O3)s2)cc(OC)c1OC	11%	11%	.
88	CC(C)C(O)(C#CCN1CCCC1)c1ccccc1 (stereo unspecified)	-19%	1%	-8%
89	O=C(Nc1ccccc1OC(F)F)c1oc2ccccc2c1COc1ccccc1	-27%	2%	0%

# No enrichment for hits; any-hit rate near 18%.
